Source: PubChem
EPAC1 antagonist = EPAC1 (human) antagonism. O95398. EPAC1 GEF assay, Rap1b-BODIPY-GDP exchange fluorescence. Potency, µM (series often up to 115 µM), for inactives: at the highest dose activity change, negative = inhibition, actives largely listed as inhibitors. hit rate 0.14% among 360,000;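 further: potency means the concentration at half of the fitted maximal effect; plate controls were vehicle for no effect and positive control for full effect; nearly all actives have a fitted effect of over 50% in size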
EPAC2 ag = agonists of human EPAC2 (RAPGEF4). AID 720711. EPAC2 activation, biochemical qHTS; response scale: 100% = 6.5 mM cAMP response. Potency, µM (titrated, usually from 154 µM), for inactives: at the top dose activation, hits mostly activators. hit rate 0.079% among 360,000. Q8WZA2; further: potency means the concentration at half of the fitted maximal effect; nearly all actives have a fitted effect of over 50% in size
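Guanine nucleotide exchange by EPAC2 is measured as reduced fluorescence of BODIPY-GDP once it is released from 250 nM Rap1B. Plates are read kinetically for 30 min at room temperature; results are scaled to 6.5 mM cAMP.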
CCT modulator = cytosolic chaperonin activity modulation; purified chaperonin ATPase assay, HTRF ADP detection, 30 min; activity change, % (concentration not given with the values), hits read low; hit rate 0.3% among 360,000; AID 651819; in the data active means activity change below about -30%; further: on the % scale 0 is the no-effect control and ±100 the full control effect
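Enzyme 40 or 20 nM (batch-dependent) in Tris pH 7.4/KCl/MgCl2/DTT; cpd 76 uM single point; ATP 10 uM; 30 min 37 °C; Transcreener ADP HTRF detection, 30 min RT; ratio 665/615.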
PI5P4K alpha inh = PI5P4K alpha (human) kinase inhibition | max response, % | hit rate 1.2% among 330,000 | P48426 | PI5P4Kalpha enzyme, ADP-Glo luminescence, 60 min; hits give low values; active means max response of -50% or lower; inconclusive means between -30% and -50%; inactive means -30% or higher; further: value at the top dose of about 77 µM; on the % scale 0 is the no-effect control and ±100 the full control effect
Target sequence (P48426 whole entry, looked up): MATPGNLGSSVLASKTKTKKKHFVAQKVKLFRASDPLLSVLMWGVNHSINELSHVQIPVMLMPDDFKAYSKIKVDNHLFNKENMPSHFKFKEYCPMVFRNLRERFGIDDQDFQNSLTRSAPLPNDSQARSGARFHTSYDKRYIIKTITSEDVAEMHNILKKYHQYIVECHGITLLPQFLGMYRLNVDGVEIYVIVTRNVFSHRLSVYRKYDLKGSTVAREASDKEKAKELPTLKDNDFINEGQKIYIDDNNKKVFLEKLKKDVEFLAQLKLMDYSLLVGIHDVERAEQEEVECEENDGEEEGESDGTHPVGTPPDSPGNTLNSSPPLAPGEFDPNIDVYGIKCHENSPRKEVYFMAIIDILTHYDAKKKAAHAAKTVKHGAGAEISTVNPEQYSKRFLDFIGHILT
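Luminescence from ADP-Glo served as readout of PI5P4Kalpha activity in a qHTS format. Reaction: enzyme, substrate, compound, ATP at 5 microM final, 60 min at RT.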
EPAC1 ag = agonists of human EPAC1; O95398; Potency, µM (top dose mostly 154 µM), for inactives: at the top dose activation, most hits filed as activators; hit rate 0.073% among 360,000; EPAC1 agonist qHTS, biochemical assay; response scale: 100% = response to 6.5 mM cAMP; AID 720707; further: potency means the concentration at half of the fitted maximal effect; nearly all actives have a fitted effect of over 60% in size
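Nucleotide exchange by EPAC1 (100 nM) on Rap1B–BODIPY-GDP (250 nM) in the presence of 50 uM GDP is tracked fluorescently at 480/540 nm over 30 min. Signals are normalized to a 6.5 mM cAMP control.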
WRN helicase inh = blocks human WRN helicase | hit rate 0.46% among 360,000 | Potency, µM (highest dose often 114 µM), for the others: at the top dose activity change, negative = inhibition, hits mostly inhibitors | Q14191 | WRN helicase unwinding, fluorescent forked duplex, kinetic; further: potency means the concentration at half of the fitted maximal effect; on the % scale 0 is the no-effect control and ±100 the full control effect; nearly all actives have a fitted effect of over 55% in size
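Kinetic red-fluorescence monitoring (525/598 nm) tracks WRN helicase activity after 100 nM fluorophore-quencher forked duplex and 2 mM ATP are added to 20 nM enzyme pretreated 15 min at room temperature with compound.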
IL-2 act = IL-2 activation. IL-2 activation reporter assay, cell-based qHTS; stimulated with anti-CD3/CD4/CD28 beads; in transgenic mouse T cells. activation, % (series mostly up to about 46 µM). hit rate 0.065% among 360,000. AID 652025; in the data active means activation above about 50%; inconclusive means mostly about 30% to 49%; further: 0% is about no effect
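First, unstimulated transgenic mouse T cells were exposed to compound for 60 min. Next, anti-CD3/anti-CD4-coated beads with anti-CD28 were added. Finally, after 18 h at 37 degrees C, EGFP and DsRed were imaged.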
PLK1 PBD inh = PLK1 (human) polo-box domain binding inhibition. Plk1 PBD binding of FITC phosphopeptide, fluorescence polarization. Potency, µM, without a hit: max response, negative = inhibition, hits mostly inhibitors. hit rate 2.8% among 360,000; further: potency means the concentration at half of the fitted maximal effect; series mostly up to about 57 µM; on the % scale 0 is the no-effect control and ±100 the full control effect; nearly all actives have a fitted effect of over 65% in size
Target sequence (P53350 whole entry, looked up, the tested form may be a part): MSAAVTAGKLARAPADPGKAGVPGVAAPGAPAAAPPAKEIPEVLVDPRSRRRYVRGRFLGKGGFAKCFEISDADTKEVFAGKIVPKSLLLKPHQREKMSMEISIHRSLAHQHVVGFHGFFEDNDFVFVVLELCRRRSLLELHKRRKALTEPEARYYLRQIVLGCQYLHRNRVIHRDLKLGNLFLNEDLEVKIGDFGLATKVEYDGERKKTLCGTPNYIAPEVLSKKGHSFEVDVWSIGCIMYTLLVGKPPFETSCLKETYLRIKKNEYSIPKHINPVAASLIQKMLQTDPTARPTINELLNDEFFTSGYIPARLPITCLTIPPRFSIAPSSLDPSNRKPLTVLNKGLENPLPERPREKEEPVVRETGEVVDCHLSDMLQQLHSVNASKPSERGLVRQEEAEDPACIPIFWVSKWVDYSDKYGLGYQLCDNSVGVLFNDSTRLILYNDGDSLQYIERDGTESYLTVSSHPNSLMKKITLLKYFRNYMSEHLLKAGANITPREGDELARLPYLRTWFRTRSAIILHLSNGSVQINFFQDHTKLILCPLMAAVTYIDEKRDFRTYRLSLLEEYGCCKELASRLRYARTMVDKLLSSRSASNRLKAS
The depositor's hits bear a star; ? = inconclusive; . = not tested or not shown; [ ] = remark or other dose. Unless noted, the call rests on the fitted dose curve; in most records, active means well fitted curve in the direction sought with a large enough effect; inconclusive means small, poorly fitted or top-dose-only effect, or another doubt; inactive means no such curve, though single readings can be large; an effect the other way counts as inactive or inconclusive.

SMILES	EPAC1 antagonist	EPAC2 ag	CCT modulator	PI5P4K alpha inh	EPAC1 ag	WRN helicase inh	IL-2 act	PLK1 PBD inh
COc1ccc(NC2CCCN(C(=O)CCc3scnc3C)C2)cc1 (stereo not given)	12%	-6%	-1.1	1	15%	-34%	-3.2	-8%
Cc1nc2ccccc2cc1C(=O)N/N=C/c1cccc([N+](=O)[O-])c1	-14%	-1%	0.3	4	5%	-5%	1.0	-9%
O=C1/C(=C/c2ccc(F)cc2)SC(=S)N1CCCC(=O)N1CCCCC1CCO (stereo not given)	-17%	14%	0.0	1	-4%	-31%	-3.7	-16%
O=C(NCCN1CCCCC1)Nc1cccc(C(F)(F)F)c1	-2%	3%	0.2	8	0%	-31%	-0.5	-7%
O=C(CN1CCN(c2ccccc2O)CC1)Nc1ccnn1C1CCCC1	-8%	3%	0.9	0	5%	-1%	-0.1	-10%
O=C1CCN(Cc2ccccc2)CCN1CCOc1ccccc1	-2%	1%	1.2	0	-10%	-4%	0.5	1%
COc1ccc(-c2[nH]ncc2CN(C)CC2CCCCO2)cc1F (stereo not given)	-24%	-1%	-1.1	-1	0%	1%	-0.1	-13%
Cc1ccc(-n2c(SCC(=O)O)nc3sc4c(c3c2=O)CC(C)(C)SC4)cc1	-4%	5%	-0.7	0	-6%	-2%	-2.5	3%
CC1=CC(C)(C)N=C(Nc2ccc(C)cc2)S1	0%	-3%	3.5	.	-12%	-19%	0.5	-1%
NS(=O)(=O)c1cccc(NC(=O)COC(=O)CN2C(=O)C3CC=CCC3C2=O)c1 (stereo not given)	-10%	11%	-0.6	4	-3%	3%	-3.7	3%
Cc1ncc(CN=Cc2ccc(Cl)cc2)c(N)n1	7%	2%	-4.7	-1	11%	-1%	-1.3	-7%
COc1ccc(NC(=O)CSc2nnc(-c3ccccn3)n2Cc2ccco2)cc1OC	-3%	5%	-1.5	0	4%	5%	-1.9	3%
O=C1CCCc2c1oc1c2CCCC1	-25%	5%	-1.8	-12	2%	-7%	-0.3	-27%
CC(C)(C)n1ncc2c(=O)n(CC(=O)NCc3ccccc3Cl)cnc21	-9%	3%	-1.9	6	-1%	-9%	1.0	-4%
CCOc1ccccc1CNCCNCC(C)O (stereo not given)	-4%	2%	1.1	-1	-12%	10%	-1.4	3%

Arranged by molar mass (lowest first): part of the list above
SMILES	EPAC1 antagonist	EPAC2 ag	CCT modulator	PI5P4K alpha inh	EPAC1 ag	WRN helicase inh	IL-2 act	PLK1 PBD inh
O=C1CCCc2c1oc1c2CCCC1	-25%	5%	-1.8	-12	2%	-7%	-0.3	-27%
Cc1ncc(CN=Cc2ccc(Cl)cc2)c(N)n1	7%	2%	-4.7	-1	11%	-1%	-1.3	-7%
NS(=O)(=O)c1cccc(NC(=O)COC(=O)CN2C(=O)C3CC=CCC3C2=O)c1 (stereo not given)	-10%	11%	-0.6	4	-3%	3%	-3.7	3%

Going on with the list:
SMILES	EPAC1 antagonist	EPAC2 ag	CCT modulator	PI5P4K alpha inh	EPAC1 ag	WRN helicase inh	IL-2 act	PLK1 PBD inh
CCc1nc(N)nc(N)c1-c1ccc(Cl)c([N+](=O)[O-])c1	1%	-3%	-0.9	-6	6%	7%	-0.3	-3%
O=S(=O)(c1ccc(F)c(F)c1)N1CCN(c2ccccn2)CC1	-4%	-12%	0.5	7	-5%	-7%	-1.1	-1%
Cc1cc(C)c(S(=O)(=O)N2CCCCC2CCNC(=O)C(=O)NCC2CCCO2)c(C)c1 (stereo not given)	-1%	-1%	1.1	1	?	2%	0.4	-4%
Cc1cccc(C(=O)N[C@H](C(=O)Nc2ccc(C)c(S(=O)(=O)N(C)C)c2)C(C)C)c1	-23%	2%	0.6	-4	3%	-8%	-3.6	2%
CCn1c(=O)c(=O)[nH]c2cc(C(=O)NC(C)c3ccc(S(N)(=O)=O)cc3)ccc21 (stereo not given)	8%	4%	-1.0	0	4%	?	0.6	-25%
COc1ccc(CCNC(=O)c2c(O)c3ccccc3[nH]c2=O)cc1OC	-20%	-9%	-3.6	14	1%	6%	3.4	3%
CCNc1nc(C)nc2c1cnn2C	3%	0%	-7.9	5	11%	-19%	0.1	-3%
CCOC(=O)c1cnc2oc3ccccc3n2c1=O	-3%	-4%	0.3	-30	0%	-35%	1.2	-16%
CCNC(=S)N/N=C(\C)c1cccc(OC)c1	10%	5%	-1.5	0	-9%	10%	0.9	-2%
CN1CCN(C(=O)CSc2ccc(C(F)(F)F)cc2[N+](=O)[O-])CC1	0%	0%	2.0	5	-11%	2%[57.1 µM]	-0.2	-2%
COC(=O)c1ccc(NC(=O)COc2ccccc2OC)cc1	10%	-8%	4.5	-1	0%	8%	0.3	-10%
COc1ccc(NC(=O)C23CC4CC(C2)CC(c2ccccc2)(C4)C3)c(OC)c1	-5%	1%	0.5	0	-2%	-4%	-0.3	0%
CCOc1cccc(N(C(=O)c2ccco2)C(C(=O)NC2CCCC2)c2cccnc2)c1 (stereo not given)	11%	8%	-1.6	2	1%	7%	0.8	1%
CCCc1cc(=O)[nH]c(SCCN2C(=O)c3ccccc3C2=O)n1	-14%	0%	-0.5	5	5%	-3%	-0.3	3%
CCCOC(=O)c1ccc(Nc2nc(C)cc(=O)[nH]2)cc1	4%	3%	-3.8	1	-5%	2%	-0.1	-9%
Cc1ccc(NC(=S)NCCN(C2CCCCC2)C2CCCC2)cc1	-8%	11%	0.0	0	8%	1%	-0.7	-24%
N#Cc1ccccc1NC(=O)CN1CCOCC1	-26%	3%	-0.4	7	11%	3%	0.1	-10%
CCCc1cc(C(=O)OC)c(NC(=O)OCC)s1	-1%	17%	-0.8	.	11%	3%	-0.6	-12%
O=C1/C(=C/c2cccs2)SC(=S)N1C1CCS(=O)(=O)C1 (stereo not given)	1%	2%	1.3	0	7%	4%	2.8	-8%
CCN(CC)c1ccc(NC(=O)C2CC(=O)N(Cc3ccccc3)C2)cc1 (stereo not given)	-2%	-3%	5.1	?	-2%	-13%	-3.5	-21%
O=C(CSc1n[nH]c(-c2ccccc2)n1)NC1CCCCC1	11%	13%	-0.5	6	3%	4%	-2.3	-14%
O=C(CN1CCCCCC1)NCC1CCCO1 (stereo not given)	-8%	11%	-2.4	-2	17%	-1%	1.0	-7%
COc1ccc(C(C(=O)NCc2ccccc2)N(C(=O)c2snc(C(N)=O)c2N)c2ccccc2OC)cc1OC (stereo not given)	1%	0%	-3.0	11	-4%	-12%	0.8	0%
O=C(CSc1ncnc2ccccc12)Nc1cccc(S(=O)(=O)N2CCOCC2)c1	-10%	10%	-2.1	-5	-7%	1%	-6.2	-7%
CCC1CCCCN1CCCNC(=O)CS(=O)Cc1nc(-c2ccc(OC)c(OC)c2)oc1C (stereo not given)	0%	6%	1.3	10	0%	-3%	-0.7	-7%
Cc1cccc(N2Cc3ccc(Br)cc3C2)c1	4%	2%	0.4	0	8%	-7%	-5.3	-16%
COc1cc2nc(SCC(N)=O)n(CCC3=CCCCC3)c(=O)c2cc1OC	9%	-8%	-4.4	.	-1%	0%	0.9	-2%
c1ccc(CN2CCc3[nH]c4ccccc4c3C2)cc1	3%	2%	-1.1	-9	1%	15%	-0.5	-4%
CCN(Cc1ccncc1)C(=O)c1cc(COc2ccc(C)c(C)c2)on1	-29%	5%	-1.8	-1	-7%	2%	-2.2	-6%
CCCc1cc(-c2n[nH]c(=S)n2CC)c2ccccc2n1	8%	0%	-1.2	-12	6%	-33%	0.7	-11%
O=C(O)CSc1nnc(-c2cccnc2)n1Cc1ccccc1	-16%	13%	-0.5	.	6%	-4%	-0.6	-14%
CCC(=O)NCCNc1nc2cc(C)c(C)cc2cc1C#N	8%	-10%	0.2	2	4%	4%	0.0	-6%
COc1cccc(C(=O)NNC2OC(CO)C(O)C2O)c1 (stereo not given)	-4%	11%	-10	-2	4%	-23%	1.4	-5%
Cc1cc(-c2n[nH]c(=S)n2/N=C/c2c[nH]c3ccccc23)n[nH]1	0%	0%	0.4	-12	14%	-14%	0.1	-4%
Cc1ccc(S(=O)(=O)CCC(=O)OCC(=O)NC(C)c2ccccc2)cc1 (stereo not given)	-12%	4%	2.9	-1	11%	-3%	1.0	-9%

In the list so far, 8 contain an aryl thioether with sulfur outside any ring.
SMILES	EPAC1 antagonist	EPAC2 ag	CCT modulator	PI5P4K alpha inh	EPAC1 ag	WRN helicase inh	IL-2 act	PLK1 PBD inh
Cc1ccc(-n2c(SCC(=O)O)nc3sc4c(c3c2=O)CC(C)(C)SC4)cc1	-4%	5%	-0.7	0	-6%	-2%	-2.5	3%
COc1ccc(NC(=O)CSc2nnc(-c3ccccn3)n2Cc2ccco2)cc1OC	-3%	5%	-1.5	0	4%	5%	-1.9	3%
CN1CCN(C(=O)CSc2ccc(C(F)(F)F)cc2[N+](=O)[O-])CC1	0%	0%	2.0	5	-11%	2%[57.1 µM]	-0.2	-2%
CCCc1cc(=O)[nH]c(SCCN2C(=O)c3ccccc3C2=O)n1	-14%	0%	-0.5	5	5%	-3%	-0.3	3%
O=C(CSc1n[nH]c(-c2ccccc2)n1)NC1CCCCC1	11%	13%	-0.5	6	3%	4%	-2.3	-14%
O=C(CSc1ncnc2ccccc12)Nc1cccc(S(=O)(=O)N2CCOCC2)c1	-10%	10%	-2.1	-5	-7%	1%	-6.2	-7%
COc1cc2nc(SCC(N)=O)n(CCC3=CCCCC3)c(=O)c2cc1OC	9%	-8%	-4.4	.	-1%	0%	0.9	-2%
O=C(O)CSc1nnc(-c2cccnc2)n1Cc1ccccc1	-16%	13%	-0.5	.	6%	-4%	-0.6	-14%

Not all compounds are listed, so the mix of outcomes need not match the whole.
